# GLS inh – inhibitors of human glutaminase (GLS); O94925; GLS enzymatic activity, qHTS titration; Potency, µM (top dose mostly 45.5 µM), for the others: at the top dose activity change, negative = inhibition, usual class: inhibitors; 410,000 tested, 0.21% active; active means well fitted inhibition curve with a large enough effect; inconclusive means small, poorly fitted or top-dose-only effect, or another doubt; inactive means no such curve, though single readings can be large or run the other way
# Target sequence (O94925 whole entry, looked up): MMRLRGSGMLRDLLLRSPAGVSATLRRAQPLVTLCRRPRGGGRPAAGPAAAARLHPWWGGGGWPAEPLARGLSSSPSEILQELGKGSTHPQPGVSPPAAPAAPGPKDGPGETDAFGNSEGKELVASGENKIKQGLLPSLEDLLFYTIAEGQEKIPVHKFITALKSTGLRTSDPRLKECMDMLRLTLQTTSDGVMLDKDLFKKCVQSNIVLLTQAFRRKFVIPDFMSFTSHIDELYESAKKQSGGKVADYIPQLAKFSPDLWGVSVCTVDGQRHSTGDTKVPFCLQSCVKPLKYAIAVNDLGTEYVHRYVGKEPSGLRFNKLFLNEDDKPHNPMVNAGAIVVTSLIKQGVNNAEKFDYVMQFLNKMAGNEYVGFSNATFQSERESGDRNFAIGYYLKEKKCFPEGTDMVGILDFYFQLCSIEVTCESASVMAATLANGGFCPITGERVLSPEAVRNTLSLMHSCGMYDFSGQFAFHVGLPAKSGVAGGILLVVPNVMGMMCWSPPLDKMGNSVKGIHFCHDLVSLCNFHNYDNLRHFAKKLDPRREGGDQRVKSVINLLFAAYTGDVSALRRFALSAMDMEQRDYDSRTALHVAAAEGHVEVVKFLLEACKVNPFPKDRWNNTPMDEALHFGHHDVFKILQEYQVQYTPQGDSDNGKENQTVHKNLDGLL
#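 Glutamate formation by hKGA was monitored fluorometrically using coupled glutamate oxidase, HRP and Amplex Red. Substrate was added as 1 mM L-glutamine solution; incubation was 30 min at RT after an initial read.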
# An asterisk follows results filed as active; ? = inconclusive; [ ] = dose if it differs, or a comment. On the % scale 0 is the no-effect control and ±100 the full control effect; potency means the concentration at half of the fitted maximal effect.
# The opening 2 entries as a preview:
GLS inh | structure
-0.8% | CCCCNC(=O)C1(C)CCCCN1C(=O)c1cc(OC)ccc1Br (configuration not stated)
-2.9% | O=C(NC(c1ccc(Cl)cc1)c1ccsc1)C1CCN(Cc2ccc(Oc3ccccc3)cc2)CC1 (configuration not stated)

# The whole of this part, previewed entries included:
GLS inh | structure
-0.8% | CCCCNC(=O)C1(C)CCCCN1C(=O)c1cc(OC)ccc1Br (configuration not stated)
-2.9% | O=C(NC(c1ccc(Cl)cc1)c1ccsc1)C1CCN(Cc2ccc(Oc3ccccc3)cc2)CC1 (configuration not stated)
1.3% | CSc1ccc(CN2CCC2(C)C(=O)NCc2ccc3c(c2)OCO3)cc1 (configuration not stated)
1.1% | CC1(c2nc3ccccc3[nH]2)CCC(=O)N1C1CC1 (configuration not stated)
-12.0% | COc1ccccc1C=C(C(=O)c1ccccc1)c1ccccc1
22.5% | C=CCCC(=O)N1C[C@H]2CON(C)[C@H]2C[C@H]1c1ccc(N2CCCCC2)cc1
-6.2% | Cc1cc(Cl)ccc1C(O)c1ncc(-c2ccccc2C(F)(F)F)[nH]1 (configuration not stated)
-4.5% | O=c1[nH]c(=S)[nH]c2c1C(c1ccc(F)cc1)OC(CCC(F)(F)F)C2 (configuration not stated)
13.8% | Cc1ccc(F)c(S(=O)(=O)NC(=O)C2(C)CCN2C(=O)c2cccc3ccccc23)c1 (configuration not stated)
34.4%[activator] | CCc1nc2ccc(C(=O)N3CCN(C)CC3)cn2c1N(C)CCCc1ccccc1
0.4% | CN1OC[C@@H]2CN(C(=O)C(C)(C)C)[C@H](c3ccc(-c4cccnc4)cc3)C[C@@H]21
-0.7% | O=C(Nc1cccc(Cl)c1Cl)c1csc([C@@H]2O[C@H](CO)[C@@H](O)[C@H]2O)n1
-3.8% | CCC(=O)N1CCC(C)(C(=O)Nc2ccc(OC)c(OC)c2)C1 (configuration not stated)
3.4% | CSc1ccc(CN2CCC(C)(Oc3cccc(F)c3)C2)cc1 (configuration not stated)
-20.4% | COc1ccc(Cl)cc1C1=NOC2(CCC2)C(=O)N1Cc1cccc(C#N)c1
-2.6% | Cc1ccc(S(=O)(=O)N2CCC(=O)N([C@H](COC(=O)Nc3ccccc3)Cc3ccccc3)CC2)cc1
4.8% | c1cc(-c2cc3nc(NC4CCCCC4)ccn3n2)ccc1OCCN1CCOCC1
0.3% | CC(=O)NCCNC(=O)C1Cc2c(-c3ccccc3Oc3ccccc3)ccnc2O1 (configuration not stated)
26.1% | COc1ccccc1N(C)c1cc2c(c3c1ccn3C)C1CCC2C1 (configuration not stated)
-0.2% | c1ccc(CNc2nc(NCC3CC3)nc3cc(-c4ccccc4)sc23)cc1
0.6% | COc1cccc(CNc2nc3cc(-c4cccc(C(F)(F)F)c4)sc3c(=O)n2C)c1
20.4% | CCc1nc2ccc(C(=O)N3CCNC(=O)C3)cn2c1N(C)CCC(C)C
-7.2% | CCNC(=O)C1(C)CCCN(C(=O)c2cc(OC)ccc2Br)C1 (configuration not stated)
-11.0% | CCc1nc2c(OCc3cc(Cl)cc(Cl)c3)cccn2c1N(C=O)Cc1ccccc1
0.1% | Cc1ccccc1Cn1c(C)c(C(=O)N(C)Cc2ccc(F)cc2)sc1=O
-6.3% | Cc1ccc(S(=O)(=O)NC(=O)C2(C)CCN2C(=O)c2cccc(F)c2)nc1 (configuration not stated)
6.0% | CCCCn1nnnc1C(c1ccccc1)N1CCN(c2cccc(C)c2C)CC1 (configuration not stated)
5.9% | CCCNC(=O)C1(C)CCCN(C(=O)c2cccc(Cl)c2)C1 (configuration not stated)
5.4% | CCNC(=O)C1CCCN(C(=O)c2ccc(C(=O)OC)cc2)CC1 (configuration not stated)
30.1%[activator] | CCOC(=O)C1(C)CCCN1C(=O)c1ccc(N(C)C)cc1 (configuration not stated)
1.9% | COc1ccc(OC)c(NC(=O)C2(C)CCN2C(=O)C2(c3ccc(Cl)cc3)CCC2)c1 (configuration not stated)
22.2% | CCN(CC)c1c(C)nc2ccc(C(=O)N3CCN(C(=O)c4ccco4)CC3)cn12
1.3% | CCOC(=O)[C@]12CCCC=C1N(Cc1ccc3c(c1)OCO3)C(=O)[C@H](CC(=O)NCc1cccc(C(F)(F)F)c1)C2
18.7% | COc1ccc(C(=O)N2CCCCC2c2cc(C(=O)NCc3ccccc3)no2)cc1 (configuration not stated)
? | Cc1ccc(NC(=O)C2(C)CCN2C(=O)Cc2ccccc2Cl)cc1C (configuration not stated)
1.3% | O=C(NCc1ccco1)Nc1nnc([C@H]2C[C@H](O)[C@@H](CO)O2)s1
6.0% | CNc1cncc(-c2ccc(OC)cc2)n1
-1.6% | COc1ccc(Cc2c(-c3ccc(C#N)cc3)nc3c(Cl)cc(C(F)(F)F)cn23)c(C)c1
-1.3% | CCc1nc2c(OCCC3CCCCC3)cccn2c1N(C)C(=O)c1cccs1
0.4% | Fc1ccccc1N1CCN(C(c2ccnc3ccccc23)c2nnnn2-c2ccc3c(c2)OCCO3)CC1 (configuration not stated)
-1.3% | CCNC(=O)C1CCCN(Cc2cc(-c3ccccc3)on2)CC1 (configuration not stated)
-2.3% | O=S1(=O)C[C@@H](N2CCN(CC3CC3)CC2)[C@H](COCc2ccccc2)N1
-11.3% | CCOC(=O)[C@]12CCCC=C1N(Cc1ccc(Cl)cc1Cl)C(=O)[C@H](CC(=O)NCCCCc1ccccc1)C2
-3.0% | FC(F)(F)c1cc(Cl)c2nc(-c3ccccc3)c(Cc3ccsc3)n2c1
1.3% | COc1ccc2nc(C(c3ccc(C)cc3)n3c(-c4ccccc4Br)nc4ccccc43)[nH]c2c1 (configuration not stated)
7.0% | Nc1ccn([C@@H]2O[C@H](C(=O)Nc3cc(C(F)(F)F)cc(C(F)(F)F)c3)[C@@H](O)[C@H]2O)c(=O)n1
5.9% | OC(c1ccc(F)cc1)c1nc(-c2cnc3ccccc3c2)cs1 (configuration not stated)
-0.1% | Cc1ccc(CN2CC(N3CCN(C4CCN(C)CC4)CC3)CS2(=O)=O)cc1 (configuration not stated)

# Ordered by molecular weight (largest number first): 19 of the compounds above.
GLS inh | structure
7.0% | Nc1ccn([C@@H]2O[C@H](C(=O)Nc3cc(C(F)(F)F)cc(C(F)(F)F)c3)[C@@H](O)[C@H]2O)c(=O)n1
-1.6% | COc1ccc(Cc2c(-c3ccc(C#N)cc3)nc3c(Cl)cc(C(F)(F)F)cn23)c(C)c1
-11.0% | CCc1nc2c(OCc3cc(Cl)cc(Cl)c3)cccn2c1N(C=O)Cc1ccccc1
1.9% | COc1ccc(OC)c(NC(=O)C2(C)CCN2C(=O)C2(c3ccc(Cl)cc3)CCC2)c1 (configuration not stated)
34.4%[activator] | CCc1nc2ccc(C(=O)N3CCN(C)CC3)cn2c1N(C)CCCc1ccccc1
-1.3% | CCc1nc2c(OCCC3CCCCC3)cccn2c1N(C)C(=O)c1cccs1
-0.1% | Cc1ccc(CN2CC(N3CCN(C4CCN(C)CC4)CC3)CS2(=O)=O)cc1 (configuration not stated)
6.0% | CCCCn1nnnc1C(c1ccccc1)N1CCN(c2cccc(C)c2C)CC1 (configuration not stated)
-3.0% | FC(F)(F)c1cc(Cl)c2nc(-c3ccccc3)c(Cc3ccsc3)n2c1
-6.3% | Cc1ccc(S(=O)(=O)NC(=O)C2(C)CCN2C(=O)c2cccc(F)c2)nc1 (configuration not stated)
-0.2% | c1ccc(CNc2nc(NCC3CC3)nc3cc(-c4ccccc4)sc23)cc1
0.1% | Cc1ccccc1Cn1c(C)c(C(=O)N(C)Cc2ccc(F)cc2)sc1=O
-7.2% | CCNC(=O)C1(C)CCCN(C(=O)c2cc(OC)ccc2Br)C1 (configuration not stated)
20.4% | CCc1nc2ccc(C(=O)N3CCNC(=O)C3)cn2c1N(C)CCC(C)C
5.9% | OC(c1ccc(F)cc1)c1nc(-c2cnc3ccccc3c2)cs1 (configuration not stated)
26.1% | COc1ccccc1N(C)c1cc2c(c3c1ccn3C)C1CCC2C1 (configuration not stated)
5.9% | CCCNC(=O)C1(C)CCCN(C(=O)c2cccc(Cl)c2)C1 (configuration not stated)
-3.8% | CCC(=O)N1CCC(C)(C(=O)Nc2ccc(OC)c(OC)c2)C1 (configuration not stated)
1.1% | CC1(c2nc3ccccc3[nH]2)CCC(=O)N1C1CC1 (configuration not stated)

# Other results follow.
GLS inh | structure
4.6% | O=C(NCc1cccc(Cl)c1)c1cccc2c(-c3cccnc3)coc12
11.3% | COc1cc(CNC(=O)Nc2nc(C(N)c3ccccc3)cs2)cc(OC)c1OC (configuration not stated)
2.1% | COc1ccc(-c2c(Sc3ccccc3)c3cc(-c4ccc(OC)c(F)c4)ccc3n2C)cc1
8.1% | COc1cncc(-c2cnc3sc(NCCc4ccccn4)nn23)c1
-0.1% | CCCCn1nnnc1C(c1cc2ccccc2o1)N(CCC#N)Cc1ccccc1 (configuration not stated)
0.8% | CC1(C(=O)NCc2ccc3c(c2)OCO3)CCN1C(=O)CC1CCCC1 (configuration not stated)
4.7% | COCc1cccc(-c2csc(C(O)c3ccc(F)c(OC)c3)n2)c1 (configuration not stated)
-2.7% | Cc1ccccc1CN1C(=O)C(C)Sc2ccc(-c3ccco3)cc21 (configuration not stated)
9.6% | COc1ccc(CC(N)c2csc(Nc3ccccn3)n2)cc1 (configuration not stated)
2.4% | CC(C)c1ccc([C@@H]2O[C@H](C)CC3=C2C(=O)OC(C)(C)O3)cc1
2.1% | OC(c1ccccc1)c1nc(-c2ccc3c(c2)OCO3)cs1 (configuration not stated)
4.7% | COCCNc1nc(NCc2ccccc2OC)c2sccc2n1
18.4% | COc1ccc(C(NC(=O)C2CCN(Cc3ccc(Oc4ccccc4)cc3)CC2)c2ccccn2)cc1 (configuration not stated)
18.1% | CCc1nc2ccc(C(=O)NCCC(C)C)cn2c1N(CC)CCOC
4.2% | COc1ccc(Nc2nc3cc(-c4sccc4C)sc3c(=O)n2C)cc1OC
0.5% | COc1ncc(-c2c(-c3ccccc3OC)sc3ccccc23)cn1
3.6% | Nc1ncnc2c1ncn2[C@@H]1O[C@H](C(=O)NCCc2ccc(F)cc2)[C@@H](O)[C@H]1O
-2.0% | OC(c1ccc(F)c(F)c1)c1nc(-c2cccc(C(F)(F)F)c2)cs1 (configuration not stated)
22.8% | CCc1nc2ccc(C(=O)N3CCN(C)CC3)cn2c1N(CCC(C)C)CCN(C)C
-3.8% | CSc1ccc(-c2cc3c(c4c2ccn4C)C2CCC3O2)cc1 (configuration not stated)
-0.7% | CN(Cc1ccccc1)C(=O)c1ccc2sc([C@@H]3O[C@H](CO)[C@H](O)[C@H](O)[C@H]3O)nc2c1
-5.8% | CCOC(=O)C1(C)CCN1C(=O)COc1ccc(C(C)(C)C)cc1 (configuration not stated)
5.7% | O=C(c1cc(-c2ccccc2)on1)N(Cc1cccnc1)C(c1ccccn1)c1nc2ccccc2[nH]1 (configuration not stated)
-3.2% | O=c1[nH]c(=S)[nH]c2c1C(c1ccc(Cl)c(Cl)c1)OC(CCc1ccccc1)C2 (configuration not stated)
-1.5% | NC(=O)c1cccc(-c2ccnc3c2CC(C(=O)NCc2ccco2)O3)c1 (configuration not stated)
9.8% | CC(C)CC(N)c1csc(Nc2ncccn2)n1 (configuration not stated)
16.9% | CCN1CCC(C(=O)NC(c2ccc(F)cc2)c2ncccc2C)CC1 (configuration not stated)
4.8% | Cc1ccc(CNC(=O)c2[nH]c(C(F)(F)F)nc2-c2ccccc2)cc1
8.8% | COc1ccc(Cn2cc(Cn3c4ccccc4c(=O)n3C(C)C)nn2)cc1
-2.0% | CC(C)c1ccc([C@@H]2O[C@H](CCc3ccccc3)Cc3[nH][nH]c(=O)c32)cc1
-1.6% | CCOC(=O)C(=O)N(C)c1c(CC)nc2c(OCc3ccc(OC(F)F)cc3)cccn12
0.5% | Cc1noc(C)c1S(=O)(=O)NC(=O)C1(C)CCN1C(=O)C1(c2ccc(Cl)cc2)CC1 (configuration not stated)
-0.3% | OCC[C@@H]1C[C@H](O)[C@@H](O)[C@@]2(OCc3ccc(CO)cc32)O1
-16.4% | COC(=O)c1ccc2nc(-c3ccc(C)cc3)c(CC3CCCCC3)n2c1
11.6% | CC1(C(=O)Nc2ccc3c(c2)OCO3)CCN1C(=O)C1CCCCC1 (configuration not stated)
16.7% | Nc1[nH]c(C(=O)c2ccccc2)c(-c2ccc(Br)cc2)c1C(=O)c1cccs1
9.4% | COc1cc(OC)cc(C2=Cc3ccccc3C(CC(=O)c3ccco3)N2c2ccc(-c3cccnc3)cc2)c1 (configuration not stated)
-7.6% | COCCNC(=O)C1CCCN(C(=O)c2ccc(C(F)(F)F)nc2C)CC1 (configuration not stated)
-1.1% | COc1ccc(CNC(=O)[C@H](Cc2ccccc2)NC(=O)CC[C@H]2O[C@@H](n3ccc(=O)[nH]c3=O)[C@H](O)[C@@H]2O)cc1
20.7% | COC(=O)[C@@H](Cc1ccccc1)NC(=O)/C=C/[C@H]1O[C@@H](n2cnc3c(NC(=O)c4ccccc4)ncnc32)[C@H](O)[C@@H]1O
-3.5% | CCC(=O)OC1CCC2C3CCc4cc(O)ccc4C3CCC12C (configuration not stated)
-14.8% | CCOC(=O)[C@]12CCCC=C1N(Cc1cccc3ccccc13)C(=O)[C@H](CC(=O)N1CCCCC1)C2
11.4% | CCNC(=O)N(C)c1c(CC)nc2ccc(C(=O)N3CCN(S(=O)(=O)CC)CC3)cn12
-5.8% | Clc1cccc(CNc2ccn3nc(-c4ccc(OCCN5CCOCC5)cc4)cc3n2)c1
7.0% | CCCCc1c(-c2ccc(Br)cc2)ncn1CCc1ccccc1OC
20.7% | NC(c1csc(Nc2ccc(C(=O)NCCCO)cn2)n1)c1ccccc1Cl (configuration not stated)
2.5% | CCOc1ccc(Cl)cc1-c1cc(C(=O)NCC2CCCCC2)[nH]n1
18.3% | CN(Cc1ccccc1)c1cc2c(c3c1ccn3C)C1CCC2C1 (configuration not stated)
-3.3% | CCCCN(C=O)c1c(CC)nc2c(OCCn3cccc3)cccn12
16.8% | Cc1cccc(S(=O)(=O)NC(=O)C2(C)CCN2C(=O)c2ccc(C3CCCCC3)cc2)c1 (configuration not stated)
18.0% | COc1cccc(C(NC(C)=O)c2nc(-c3cccc(C(C)C)c3)cs2)c1 (configuration not stated)

# Screening results deposited in PubChem by National Center for Advancing Translational Sciences (NCATS).

# This is a subset; count on the stated rates, not on these rows.
